HMGR II inh: inhibitors of class II HMG-CoA reductase from Enterococcus faecalis. purified E. faecalis HMGR, NADPH absorbance 340 nm kinetic. inhibition, % at 10 µM. hit rate 0.41% among 190,000. AID 1066;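 active = inhibition above a set limit, the median over all tested compounds plus 3 SD, cut at about 9.5% in these data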;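 note: enzyme runs in reverse so mevalonate oxidation gives rising NADPH absorbance; 0% = complete reaction with DMSO and 100% = background rate lacking mevalonate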
PMI act hi M6P: increases human PMI activity with near-saturating mannose 6-phosphate. coupled PMI enzyme assay, resazurin fluorescence, 20 min; stronger effect = higher value; 1 = untreated enzyme, 0 = substrate-free blank. activation factor at 20 µM. hit rate 0.34% among 190,000. P34949;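 active = activation factor of 2 or more at 20 µM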
Target sequence (P34949 whole entry, looked up): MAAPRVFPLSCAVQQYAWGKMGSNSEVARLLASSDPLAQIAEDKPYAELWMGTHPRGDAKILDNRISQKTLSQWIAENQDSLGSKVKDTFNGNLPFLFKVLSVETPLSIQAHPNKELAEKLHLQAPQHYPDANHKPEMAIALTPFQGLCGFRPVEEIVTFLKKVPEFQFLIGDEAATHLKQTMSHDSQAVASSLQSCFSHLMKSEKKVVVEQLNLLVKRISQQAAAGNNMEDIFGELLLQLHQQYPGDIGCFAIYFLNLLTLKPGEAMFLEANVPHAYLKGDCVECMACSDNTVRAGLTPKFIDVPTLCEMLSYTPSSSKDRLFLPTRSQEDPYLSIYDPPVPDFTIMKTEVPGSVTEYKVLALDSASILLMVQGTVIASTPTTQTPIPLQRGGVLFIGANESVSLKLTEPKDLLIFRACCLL
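test system = human PMI in coupled enzyme assay | medium = HEPES-buffered pH 7.4 with magnesium and detergent | also added = 1.0 mM mannose-6-phosphate substrate with 0.22 mM NADP+ | compound = 20 µM single dose | times = 20 min incubation at room temperature | measured by = resorufin fluorescence (Ex 544/Em 590 nm) from resazurin via diaphorase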
Diaph inh CS: inhibits diaphorase or chemically oxidizes, flagging diaphorase assay artifacts; hit rate 0.69% among 190,000; diaphorase resazurin-to-resorufin fluorescence, NADH, 16 min; bacterial (C. kluyveri) enzyme, not human; AID 1217; inhibition, % at 20 µM;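 active = primary screen inhibition at 20 µM above a set limit, cut at about 50% in these data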;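 note: plate controls were DMSO with full reaction for no effect and wells lacking NADH for full effect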
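Assay system – diaphorase enzyme from Clostridium kluyveri · Amount – diaphorase 0.14 U/mL (working solution) · Times – reaction incubation of 16 min at room temperature · Controls – No-NADH positive control and DMSO neutral control · Signal – resorufin fluorescence 544/590 nm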
TNAP inh noacc: blocks human TNAP activity with no phosphate acceptor present. P05186. purified TNAP, CDP-star luminescence, 30 min. inhibition, % at 20 µM. hit rate 0.26% among 200,000;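 active = tissue-nonspecific alkaline phosphatase inhibition above about 50% at 20 µM in the single-dose screen, limit read from the data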;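 note: 0% = DMSO negative control and 100% = EDTA positive control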
Target sequence (P05186 whole entry, looked up): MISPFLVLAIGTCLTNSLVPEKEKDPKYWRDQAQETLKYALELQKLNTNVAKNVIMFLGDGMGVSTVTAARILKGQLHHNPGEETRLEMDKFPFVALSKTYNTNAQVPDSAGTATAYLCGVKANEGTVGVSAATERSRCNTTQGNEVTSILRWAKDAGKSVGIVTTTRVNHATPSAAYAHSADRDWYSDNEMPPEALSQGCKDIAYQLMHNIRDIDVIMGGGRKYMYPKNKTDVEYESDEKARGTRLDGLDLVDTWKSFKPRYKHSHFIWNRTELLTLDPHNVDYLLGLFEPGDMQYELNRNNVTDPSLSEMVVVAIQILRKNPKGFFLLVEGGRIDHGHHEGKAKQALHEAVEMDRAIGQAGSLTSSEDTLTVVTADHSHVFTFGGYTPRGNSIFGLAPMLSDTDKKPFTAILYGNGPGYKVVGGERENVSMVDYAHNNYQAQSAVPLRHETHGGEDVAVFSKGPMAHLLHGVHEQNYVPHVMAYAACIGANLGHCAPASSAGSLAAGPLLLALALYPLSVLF
TNAP inh hiacc: TNAP (human) inhibition, high acceptor; hit rate 0.03% among 200,000; P05186; purified TNAP, CDP-star luminescence, 1 M DEA; inhibition, % at 20 µM;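 active = over 50% inhibition of tissue-nonspecific alkaline phosphatase at 20 µM in the single-dose screen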;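 note: plate controls were DMSO wells for no effect and EDTA-quenched wells as full inhibition for full effect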
Diaphorase act: diaphorase activation or chemical reduction counter-screen; Diaphorase/resazurin coupled assay, resorufin fluorescence, 16 min; stronger effect = higher value; 1 = vehicle wells, 0 = NADH-free wells; activation factor at 20 µM; hit rate 0.005% among 190,000; AID 1229;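 active = diaphorase activity raised at least twofold by the compound at 20 µM; inactive = activation factor below 2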
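Material: Purified diaphorase enzyme from Clostridium kluyveri | Buffer or medium: 50 mM HEPES pH 7.4 with 4.542 mM MgCl2, 0.005% Tween 20 | Times: 16 min enzyme reaction, ambient temperature | Signal: Red resorufin fluorescence at 544/590 nm excitation/emission | Measure: Increased resorufin signal from activators or reducing compounds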
G6PDH counter: inhibits Leuconostoc G6PDH, flagging false hits in G6PDH-based assays | Purified L. mesenteroides G6PDH, diaphorase/resazurin coupled fluorescence, 45 min | inhibition, % at 5 µM | hit rate 0.12% among 200,000; in the data active = inhibition above about 50%
PMI activator: activators of human phosphomannose isomerase. P34949. purified human PMI, coupled resazurin fluorescence, 20 min; stronger effect = higher value; 1 = vehicle control, 0 substrate-free wells. activation factor at 20 µM. hit rate 0.005% among 190,000;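 active = activation factor of 2 or more at 20 µM, relative to plate controls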
FLuc act counter: firefly luciferase counter-screen for stimulation assays. AID 1027. 200,000 tested, under 10 active. activation factor at 10 µM. ATPlite luciferase biochemical, luminescence, 10 min; 0 = ATP-free wells, 1 = DMSO control. P08659;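 active = luciferase activation factor, scaled between plate controls, of at least 2 with compound at 10 µM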
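Assay system: Luciferase/luciferin reagent mix; Medium: PBS as buffer for the ATP substrate; Dosing: test compounds dosed from 2 mM stocks in 100% DMSO; Times: 10 min, room temperature; Signal: luminescence from luciferase reaction; Read-out: luciferase activation; Controls: No-ATP low control, compound-free enzyme-plus-ATP high control.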
TNAP act hi DEA: activators of human TNAP at high phosphate acceptor concentration; activation factor at 20 µM; 200,000 tested, under 10 active; purified TNAP, CDP-star luminescence, 1 M DEA, 30 min; stronger effect = higher value; 0 = EDTA background, 1 = DMSO-only activity; P05186;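 active = activation factor at least 2 at 20 µM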
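system = human TNAP | amount = enzyme diluted 1/800 final | reagent = 100 µM CDP-star substrate | signal = luminescent substrate turnover signal | dosing = one dose, 20 µM | benchmarks = EDTA negative control, DMSO positive control | measure = activation factor | timing = 30 min reaction, room temperature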
* = called active by the depositor.

(1) COc1ccc(OC)c(C(=O)/C=C/c2ccccc2C(F)(F)F)c1
(2) Cc1cccc(/C=c2\s/c(=C\C(=O)C(C)(C)C)[nH]c2=O)c1
(3) O=C(Oc1ccccc1O)c1cccc2ccccc12
(4) Cn1c(O)c(N=Nc2nc(-c3ccccc3)cs2)c2ccccc21
(5) COc1ccc(F)cc1C(=O)C1CCCN(C(=O)CCN2CCCCO2)C1 (configuration not stated)
(6) COC(=O)C(NC(=O)c1ccccc1)(Nc1nccs1)C(F)(F)F (configuration not stated)
(7) CC(=O)Nc1ccc(NC(=O)CSC2=NCCS2)cc1
(8) NC(N)=NS(=O)(=O)c1ccc(NC(=S)NC(=O)c2ccc(Br)cc2)cc1

Compound,1,2,3,4,5,6,7,8
HMGR II inh,-3.5,-1.4,17.6*,-5.3,-6.5,-0.5,-2.0,5.5
PMI act hi M6P,0.9,1,0.9,0.7,1,0.9,1,0.9
Diaph inh CS,13.6,0.2,35.9,18.0,-3.1,20.5,8.6,27.5
TNAP inh noacc,0.3,17.1,16.7,26.0,-4.2,-9.4,3.2,25.9
TNAP inh hiacc,-0.6,3.9,-0.9,30.9,-4.5,-5.2,-0.7,-3.2
Diaphorase act,0.9,1,0.6,0.8,1,0.8,0.9,0.7
G6PDH counter,6.8,5.0,19.4,-0.8,11.8,18.1,8.3,-2.1
PMI activator,0.7,1,0.8,0.9,1,0.9,1.2,0.9
FLuc act counter,1,1,1.1,1,1.1,1,1.1,1.1
TNAP act hi DEA,1,1,1,0.7,1,1.1,1,1

(9) O=C(COC(=O)CCCNC(=O)c1ccc(Cl)cc1)NCc1ccccc1Cl
(10) O=C(N/N=C/c1ccc(O)cc1O)c1ccc(CN2C(=O)c3cccc4cccc2c34)cc1
(11) Cc1ccc(-c2nc3ccccc3[nH]2)s1
(12) COC(=O)CC1C(=O)NCCN1C(=O)Nc1cccc(Cl)c1 (configuration not stated)
(13) Cc1ccc(P(=O)(CO)c2ccc(C)cc2)cc1
(14) CC(C)C12CN3CC(C(C)C)(CN(C1)C3c1ccco1)C2=O (configuration not stated)
(15) Brc1ccc(CSc2ccc3nnc(-c4ccccn4)n3n2)cc1
(16) CCN1C(=O)N(CC)C2C1N(C(C)=O)C(=O)N2C(C)=O (configuration not stated)

Compound,9,10,11,12,13,14,15,16
HMGR II inh,0.7,-4.1,-1.0,-3.1,-0.7,-1.2,-4.7,-0.4
PMI act hi M6P,1.1,1,1.6,0.9,1.1,1,1,0.9
Diaph inh CS,-3.4,12.9,6.7,0.5,-9.8,8.6,6.2,3.6
TNAP inh noacc,-4.0,-24.7,-6.1,-5.6,-16.0,-11.5,-7.0,-10.6
TNAP inh hiacc,-2.9,1.3,2.8,-4.5,-4.8,-5.1,-1.0,-2.0
Diaphorase act,1,0.9,0.9,1,1.1,0.9,0.9,1
G6PDH counter,1.3,-7.9,-9.5,12.3,4.3,6.1,-3.1,-0.3
PMI activator,1,0.9,1.2,0.9,1.1,1,1,0.9
FLuc act counter,1,1,0.4,1,1.1,1,1,1
TNAP act hi DEA,1,1,1,1,1,1.1,1,1

(17) Cc1ccc(CC(=O)NCc2ccc(Cl)cc2)cc1
(18) COCCNC(=O)CSc1nnc2c(Cl)cc(Cl)cn12
(19) O=C(CN1C(=O)c2ccccc2C1=O)Nc1ccccc1C(=O)NC1CCCCC1
(20) Cc1ccc(NC(=O)CN(C)CC(=O)Nc2ccc(N3CCOCC3)cc2)c(C)c1
(21) Cn1c2c(c(=O)n(C)c1=O)C(c1cc3c(cc1Br)OCO3)CC(=O)N2 (configuration not stated)
(22) O=C(NN1C(=O)C2C3CCC(O3)C2C1=O)c1ccc(Br)o1 (configuration not stated)
(23) Cc1nc(N2CCOCC2)nc(N2CCCC2)c1[N+](=O)[O-]
(24) CCC1CCCCN1C(=O)CCc1nnc(C2CCCCC2)o1 (configuration not stated)

Compound,17,18,19,20,21,22,23,24
HMGR II inh,0.2,-3.1,-5.1,-0.3,2.4,-0.5,-3.9,-5.8
PMI act hi M6P,0.9,1,1,1.1,0.9,0.6,1.1,1.1
Diaph inh CS,9.9,4.4,11.6,-1.3,8.8,13.3,5.7,-9.8
TNAP inh noacc,-6.1,-2.8,-3.9,-9.7,-4.9,-6.9,-4.5,-8.1
TNAP inh hiacc,-1.5,-0.9,1.7,-7.0,0.5,-3.0,1.6,-6.6
Diaphorase act,0.9,1,0.9,1,0.9,0.9,0.9,1.1
G6PDH counter,1.5,3.7,2.1,5.9,1.8,-2.3,5.2,9.6
PMI activator,0.9,1,0.9,1.3,0.9,0.9,1.1,1.1
FLuc act counter,1,1,1,1,1,1.1,1,1
TNAP act hi DEA,1,1,1,1.1,1,1,1,1.1

(25) COCc1cc(C)nc(N2CCNCC2)c1C#N
(26) Cc1ccc(C)c(NC2=C(Cl)C(=O)OC2OC(=O)c2ccco2)c1 (configuration not stated)
(27) O=C(O)CCCCCN1C(=O)C2CCCCC2C1=O (configuration not stated)
(28) Cc1ccc(-n2nnnc2Sc2ccc(S(=O)(=O)NCCN(C)C)cc2[N+](=O)[O-])cc1
(29) Cc1nnc(NC(=O)c2cc3n(n2)C(C(F)(F)F)CC(C2CC2)N3)s1 (configuration not stated)
(30) O=C(CN(c1ccccc1)S(=O)(=O)c1ccccc1)NCCSc1ccccn1
(31) COc1cccc(CN2CCNC(=O)C2CC(=O)NCCn2cccn2)c1OC (configuration not stated)
(32) CC(=O)c1cccc(NC(=O)N2CCC(c3ccc(C)cc3)C2)c1 (configuration not stated)

Compound,25,26,27,28,29,30,31,32
HMGR II inh,-1.5,1.9,0.1,-1.3,-4.1,0.0,1.7,-3.0
PMI act hi M6P,1,0.9,1,0.9,1,1,0.8,0.9
Diaph inh CS,11.5,13.5,8.0,53.1*,13.7,-4.5,18.5,2.7
TNAP inh noacc,-17.0,-9.3,-13.0,-36.7,-11.3,-6.5,-10.5,-2.8
TNAP inh hiacc,-8.3,-2.8,-4.8,-0.2,-7.9,-5.4,-6.7,5.5
Diaphorase act,0.9,0.9,0.9,0.5,0.9,1,0.8,1
G6PDH counter,4.8,9.0,-2.0,10.2,-3.1,8.8,12.4,-7.3
PMI activator,1,0.9,1,1,0.9,1,0.9,0.9
FLuc act counter,1.1,1,1.1,1.1,1.1,1,1.1,0.8
TNAP act hi DEA,1.1,1,1,1,1.1,1.1,1.1,0.9

(33) CC(C)Cn1c(=S)[nH]c2cc(Cl)ccc21
(34) Cc1nn(Cc2ccccc2)c(C)c1NC(=O)c1ccc([N+](=O)[O-])cc1[N+](=O)[O-]
(35) Cc1ccc(SCc2ccc(C(=O)N3CCCCC3)cc2)cc1
(36) O=C(CCN1C(=O)c2ccccc2C1=O)NCc1ccco1
(37) CC1=N/C(=C\c2ccc3c(c2)OCO3)C(=O)N1c1ccc(C(=O)O)cc1
(38) CCOC(=O)C1=C(C)NC(=O)NC1c1ccc(OC)c(Cl)c1 (configuration not stated)
(39) CC1CCCN(C(=O)c2cc(N3C(=O)C4C5CCC(C5)C4C3=O)ccc2Cl)C1 (configuration not stated)
(40) O=C(Nc1nc(-c2ccc(-c3ccccc3)cc2)cs1)c1cnccn1

Compound,33,34,35,36,37,38,39,40
HMGR II inh,-2.0,-0.2,-2.7,-4.6,-7.1,-4.1,1.0,-8.7
PMI act hi M6P,0.9,1,0.8,1,1,1,1,1
Diaph inh CS,16.6,11.5,17.8,12.4,18.7,11.9,-6.0,4.6
TNAP inh noacc,13.6,10.8,8.3,-13.9,-16.1,-21.3,-13.9,-115.7
TNAP inh hiacc,-0.4,-3.3,-2.6,-5.1,-1.3,-8.9,-5.5,0.4
Diaphorase act,0.8,0.9,0.8,0.9,0.8,0.9,1.1,1
G6PDH counter,3.3,7.1,12.8,0.8,3.7,10.7,10.3,3.9
PMI activator,0.9,1,0.9,1,1,1,1.1,1.1
FLuc act counter,1,1.1,1,1,1,1.1,1,0.9
TNAP act hi DEA,1,1,1,1.1,1,1.1,1.1,1

At a glance, some entries already given:
(37) CC1=N/C(=C\c2ccc3c(c2)OCO3)C(=O)N1c1ccc(C(=O)O)cc1
(38) CCOC(=O)C1=C(C)NC(=O)NC1c1ccc(OC)c(Cl)c1 (configuration not stated)
(39) CC1CCCN(C(=O)c2cc(N3C(=O)C4C5CCC(C5)C4C3=O)ccc2Cl)C1 (configuration not stated)
(40) O=C(Nc1nc(-c2ccc(-c3ccccc3)cc2)cs1)c1cnccn1

Compound,37,38,39,40
HMGR II inh,-7.1,-4.1,1.0,-8.7
PMI act hi M6P,1,1,1,1
Diaph inh CS,18.7,11.9,-6.0,4.6
TNAP inh noacc,-16.1,-21.3,-13.9,-115.7
TNAP inh hiacc,-1.3,-8.9,-5.5,0.4
Diaphorase act,0.8,0.9,1.1,1
G6PDH counter,3.7,10.7,10.3,3.9
PMI activator,1,1,1.1,1.1
FLuc act counter,1,1.1,1,0.9
TNAP act hi DEA,1,1.1,1.1,1

Continued.
(41) COc1ccc(/C=C/CN2CCN(CC(C)C)C(CCO)C2)cc1 (configuration not stated)
(42) CCCCSc1nnc(-c2ccccc2NC(C)=O)c(=O)[nH]1
(43) Cc1nn(Cc2ccc(F)cc2)c(C)c1NC(=O)c1cnn2c1NC(c1ccccc1)CC2C(F)(F)F (configuration not stated)
(44) CC1CCN(CCCn2c(=S)[nH]c3ccccc3c2=O)CC1
(45) OCCNc1ccc(Cl)cc1
(46) COCc1cc(C(C)=O)ccc1OCC(=O)Nc1ccc(NC(C)=O)cc1
(47) CCC(C)(C)NC(=O)C(c1cccn1C)N(C(=O)Cn1nnc2ccccc21)c1ccc(F)cc1 (configuration not stated)
(48) COc1cc(C2C3=C(CCCC3=O)Nc3[nH]n(-c4ccccc4)c(=O)c32)cc(OC)c1OC (configuration not stated)

Compound,41,42,43,44,45,46,47,48
HMGR II inh,-6.9,-3.3,-11.6,-2.7,-7.6,-0.5,-10.9,-0.6
PMI act hi M6P,1,1.1,0.9,1.1,0.9,1,0.9,1.5
Diaph inh CS,9.5,7.6,20.8,-0.7,12.5,6.9,10.3,7.0
TNAP inh noacc,-9.4,-9.4,-4.4,-7.3,-6.0,-10.9,-64.8,-9.0
TNAP inh hiacc,-3.9,-3.9,-2.0,-2.0,-1.8,-2.2,-1.6,4.4
Diaphorase act,0.9,0.9,0.8,1,0.9,0.9,0.9,0.9
G6PDH counter,-3.7,5.7,5.4,-1.6,4.9,7.0,10.1,2.9
PMI activator,1.1,1,0.9,1.1,0.9,0.9,1,1.5
FLuc act counter,1,1.1,1,1,1,1,1,1
TNAP act hi DEA,1,1,1,1,1,1,1,1

High-throughput results deposited in PubChem by several laboratories.
